# MrgX1 allo act: positive allosteric modulators of MrgX1, primary screen, HEK293 cells, Fluo-4 calcium flux; Mas-related G-protein coupled receptor member X1 (Homo sapiens), Q96LB2; FDSS; hits give high values; B-score at 10 µM; 0.63% of 310,000 active;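 active = plate-corrected calcium response at least 3 library SD above typical, normal starting fluorescence, not activating the receptor alone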;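 note: compound read alongside a low EC10 to EC30 dose of BAM8-22 agonist; peak minus trough fluorescence over baseline measured at the second addition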
# Target sequence (Q96LB2 whole entry, looked up): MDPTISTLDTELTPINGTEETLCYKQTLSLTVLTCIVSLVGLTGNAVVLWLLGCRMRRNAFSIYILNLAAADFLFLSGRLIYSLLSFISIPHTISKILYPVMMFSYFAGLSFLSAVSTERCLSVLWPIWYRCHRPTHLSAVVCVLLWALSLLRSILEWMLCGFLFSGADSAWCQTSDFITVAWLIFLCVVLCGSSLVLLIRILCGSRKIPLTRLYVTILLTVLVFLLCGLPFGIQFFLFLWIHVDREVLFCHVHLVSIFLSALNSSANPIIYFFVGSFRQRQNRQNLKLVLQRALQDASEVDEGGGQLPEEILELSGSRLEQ
# HIF activator: HIF pathway transcriptional activators, primary screen, cell-based, U2OS HRE-luciferase, luminescence | U2OS HRE-luciferase reporter; normalized: DMSO 0%, desferrioxamine 100% | activation, % at 7.5 µM (by protocol) | 0.32% of 300,000 active | AID 1910, 2009;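 active = mean activation of at least 10% of the iron chelator positive control signal, with at least half of replicates also reaching 10%; inconclusive = mean and replicate majority disagree about reaching 10%; inactive = mean and most replicates under 10%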
# TRPC6 inhibitor: mouse TRPC6 channel inhibitors, primary screen, cell-based, HEK293, membrane potential dye. B-score at 10 µM. ACh-evoked depolarization; hits give low values. 1.1% of 310,000 active;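 active = B-score under library mean minus 3 SD, initial fluorescence not abnormally high, positive integrated signal ratio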;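 note: B-score derived from integrated fluorescence ratio over the kinetic read; more negative B-score means stronger inhibition of depolarization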
# Platelet DG rel: inhibitors of platelet dense granule secretion, primary screen, cell-based, MLPCN, human platelets | 0.22% of 300,000 active | human platelet-rich plasma, SFLLRN dense granule ATP release, luminescence | inhibition, %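 (compounds screened at 7.5 µM in platelet-rich plasma)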;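 active = mean replicate score, as percent of positive control, at or above 50; inconclusive = mean below 50 but at least one replicate at or above 50; inactive = mean and every replicate below 50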
# MrgX1 antagonist: antagonists of human MrgX1 receptor, primary screen, HEK293 cells, Fluo-4 calcium flux | AID 588676, 2011 | 1.3% of 310,000 active | B-score at 10 µM | BAM8-22 antagonism; hits give low values;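 active = calcium-response B-score plate-corrected more than 3 library SD below zero, starting fluorescence within 5 deviations, no agonist response on first addition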;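 note: peak minus trough fluorescence over baseline after final BAM8-22 challenge near maximal dose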
# SKKanGAS inh: S. pyogenes SKKanGAS growth inhibitors in kanamycin, primary screen, streptokinase expression inhibitor project, SKKanGAS strain, BacTiter-Glo luminescence | 6 h | inhibition, % at 7.5 µM | 1.3% of 300,000 active;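 active = mean replicate score, as percent of positive control median, at least 50; inconclusive = mean below 50 but one replicate at or above 50; inactive = mean and every replicate below 50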;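 note: strain carries kanamycin resistance gene driven by streptokinase promoter and grows in 40 µg/ml kanamycin; loss of luminescence reflects streptokinase promoter inhibition or plain growth inhibition; 0% = median of DMSO wells and 100% = positive control at its reference dose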
# MrgX1 ag: agonists of human MrgX1 receptor, primary screen, HEK293 cells, Fluo-4 calcium flux; Mas-related G-protein coupled receptor member X1 (Homo sapiens), Q96LB2; Fluo-4 calcium fluorescence, agonist mode; hits give high values; B-score at 10 µM; 0.44% of 310,000 active;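 active = calcium response B-score plate-corrected fluorescence ratio at least 3 library SD, with starting fluorescence B-score inside 5 SD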
#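 Assay system: stable human MrgX1 HEK293 cell line. Quantity: 15,000 cells per well. Schedule: cells plated overnight, dye loaded 0.5 h 37 °C, 0.5 h room temperature. Detection: Fluo-4 NW calcium-flux fluorescence, kinetic read. Read-out basis: peak-minus-minimum fluorescence over baseline, converted to B scores. Control set: positive and negative control wells on each plate.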
# TRPC6 act: mouse TRPC6 channel activators, primary screen, cell-based, HEK293, membrane potential dye; B-score at 10 µM; Short transient receptor potential channel 6 (Mus musculus), Q61143; HEK293-TRPC6 membrane potential dye fluorescence; hits give high values; 0.13% of 310,000 active;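 active = B-score of the integrated fluorescence ratio above library mean plus 3 SD, and starting fluorescence ratio within library mean plus 5 SD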;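 note: higher score means more depolarization so channel activation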
# RGS4 block: RGS4 inhibitors, primary screen, cell-based, HEK293 M3R inducible RGS4, calcium flux; Regulator of G-protein signaling 4 (Homo sapiens), P49798; Fluo-4 calcium flux; hits give high values; triggered by carbachol at its EC20; B-score at 10 µM; 0.45% of 310,000 active;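 active = B-score, a plate-corrected calcium signal, over three deviations above library mean, with baseline fluorescence within five deviations of library mean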;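 note: RGS4 expression induced by doxycycline in cells with stable M3 receptor; B-score is computed from the integrated fluorescence ratio over baseline after carbachol; higher B-score means a larger calcium signal and so more RGS4 inhibition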
# Target sequence (P49798 whole entry, looked up): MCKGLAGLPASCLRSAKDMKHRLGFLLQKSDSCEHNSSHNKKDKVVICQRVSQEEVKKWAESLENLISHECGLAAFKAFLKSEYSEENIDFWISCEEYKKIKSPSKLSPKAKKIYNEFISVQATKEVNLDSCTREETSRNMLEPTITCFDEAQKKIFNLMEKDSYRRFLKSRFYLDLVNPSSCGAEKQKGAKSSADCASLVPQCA
# RGS4 act: RGS4 potentiators or activators, primary screen, cell-based, HEK293 M3R inducible RGS4, calcium flux; 0.92% of 310,000 active; B-score at 10 µM; carbachol calcium flux Fluo4; hits give low values;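 active = B-score of the integrated calcium signal more than 4 SD below the library mean, with starting fluorescence not abnormally high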;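 note: negative B-score means reduced calcium response which marks RGS4 activation or potentiation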
#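 System: HEK293 FlpIn-TREx cells, stable M3R, doxycycline-inducible RGS4. Timing: overnight RGS4 induction, 30 min dye load 37 °C, 20 min compound RT. Also added: carbachol, ECmax concentration. Measured by: Fluo4 fluorescence kinetic imaging of calcium. Evaluation: integrated calcium ratio converted to B score.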
# TRPC4 block: inhibitors of mouse TRPC4 channel, primary screen, Fluo4 calcium, HEK293 TRPC4beta/mu-opioid cells; AID 2247, 2010; Short transient receptor potential channel 4 (Mus musculus), Q9QUQ5; 0.39% of 300,000 active; DAMGO-evoked Fluo4 calcium flux; hits give low values; B-score at 10 µM;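 active = B-score over 3 SD under the library average, no early fluorescence shift, positive overall ratio signal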
#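 System: stable TRPC4beta/mu-opioid receptor HEK293 cells; Dosing: single-point compound dosing; Measured by: Fluo4 Ca2+ flux fluorescence; Read-out basis: per-well B score of integrated baseline-normalized Fluo4 ratio.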
# Numbers without * were called inactive; i = inactive; u = inconclusive; x = not tested or not shown.
SMILES,MrgX1 allo act,HIF activator,TRPC6 inhibitor,Platelet DG rel,MrgX1 antagonist,SKKanGAS inh,MrgX1 ag,TRPC6 act,RGS4 block,RGS4 act,TRPC4 block
CN(Cc1ccccc1)C(=O)COc1cc(Cl)ccc1Cl,i,1.4,i,1.1,i,11.6,i,i,i,i,i
CCOC(=O)C1(Cc2ccccc2C(F)(F)F)CCN(C(C)COC)CC1 (centres undefined),i,0.8,i,2.8,i,18.2,i,i,i,i,i
CC(=O)N1CCCc2cc(S(=O)(=O)N3CCCC(C(=O)NCc4ccccc4Cl)C3)ccc21 (centres undefined),i,-0.3,i,6.5,i,0.1,i,i,i,i,i
Cc1ccc(NC(=O)c2ccc(S(=O)(=O)N3CCC(C)CC3)cc2)nc1,i,1.1,i,9.7,i,24.4,i,i,i,i,i
O=C(COc1ccc(Br)cc1Br)NC(=S)Nc1cccc(CO)c1,i,2.2,i,14.6,i,-1.4,i,i,i,i,i
CC(C)C(=O)Nc1cccc(NC(=O)c2ccc([N+](=O)[O-])cc2Cl)c1,i,-0.3,i,2.2,i,-4.6,i,i,i,i,i
COc1ccc(N2CCN(Cc3nnc(-c4ccccc4)o3)CC2)cc1,i,0.1,i,6.0,i,2.2,i,i,i,i,i
O=C(CCS(=O)(=O)c1cccc2nonc12)NCc1ccc(Cl)cc1,i,-1.0,i,2.2,i,2.9,i,i,i,i,i
CC(C)[C@H]1CN=C2N(C[C@H](C)NC(=O)CCC3CCCCC3)[C@H](Cc3ccc(O)cc3)CN21,i,-0.2,i,-2.3,i,-5.0,i,i,i,i,i
Cc1ccc(C2=[N+]([O-])C3(CCCCC/C3=N\O)N(O)C2(C)C)o1 (centres undefined),i,-0.1,i,u,i,0.7,i,i,i,i,i
CC(C)(C)NC(=O)COc1ccccc1C#N,i,-1.3,i,2.7,i,5.0,i,i,i,i,i
CCOc1cc(CNc2ccc3c(c2)CCC3)ccc1O,i,2.3,i,-0.2,i,5.3,i,i,i,i,i
O=S(=O)(c1ccc(OCC(O)CN2CCC(Cc3ccccc3)CC2)cc1)N1CCOCC1 (centres undefined),i,-0.3,i,-3.3,i,2.9,i,i,i,i,i
CCC(Sc1nc2cc(OC)c(OC)cc2c(=O)n1CCc1ccc(S(N)(=O)=O)cc1)C(=O)NCCOC (centres undefined),i,-0.1,i,-0.2,i,3.5,i,i,i,i,i
COc1ccc(/C=C/c2nc3ccccc3n2Cc2ccc(OC)c(OC)c2)cc1,i,3.2,i,23.4,i,8.5,i,i,i,i,i
CC(=O)Nc1ccc(-c2nc3ccc(NC(C)=O)cc3o2)cc1,i,3.3,i,13.8,i,13.1,i,i,i,i,i
N#Cc1cnc2c(-c3ccccc3)c(-c3ccccc3)nn2c1N,i,-0.8,i,1.6,i,-0.9,i,i,i,i,i
O=C(O)CCC(=O)Nc1sc2c(c1C(=O)NC1CCCC1)CCCC2,i,-0.4,i,-0.3,i,2.6,i,i,i,i,i
CCCCCCSc1ccc([C@@H]2[C@H]3C(=O)N(C)C(=O)[C@H]3[C@]3(C(=O)OC)CCCCN23)cc1,i,-0.2,i,-0.9,i,20.7,i,i,i,i,i
CCCN1CCN(C(=O)CCn2c(=O)c3cccn3c3cccnc32)CC1,i,0.1,i,-0.9,i,-0.9,i,i,i,i,i
Cn1c(=O)c2c(SCC(=O)N3CCN(c4ccccc4)CC3)nc(C3CC3)nc2n(C)c1=O,i,0.1,x,-12.1,i,9.2,i,x,x,x,x
CC1CCN(CC(O)COCCOc2ccc(Br)cc2)CC1 (centres undefined),i,-0.5,i,-3.2,i,10.0,i,i,i,i,i
c1ccc(CNC2=NCCC2)nc1,i,-0.4,i,4.0,i,-5.0,i,i,i,i,i
Cc1cc(C)cc(OC(C)C(=O)Nc2ccc(S(=O)(=O)Nc3cc(C)nc(C)n3)cc2)c1 (centres undefined),i,0.9,i,-8.9,i,9.8,i,i,i,i,i
COc1ccccc1N1CCN(S(=O)(=O)c2ccc(Cl)cc2)CC1,i,-0.7,i,10.6,i,-1.7,i,i,i,i,i
Cc1ccccc1C(=O)c1cccn1CC(=O)NCc1cccc(Cl)c1,i,0.8,i,-6.6,i,-1.7,i,i,i,i,i
COCCOC(=O)c1c(NC(=O)CSc2cccc[n+]2[O-])sc(C(N)=O)c1C,i,0.2,i,0.3,i,1.5,i,i,i,i,i
O=C(Nc1ccc2c(c1)OCO2)N1CCCc2ccccc21,i,1.7,i,6.7,i,-1.2,i,i,i,i,i
CCN(CC)S(=O)(=O)c1ccc(C(=O)Nc2cc(C)on2)cc1,i,0.1,i,15.2,i,-1.4,i,i,i,i,i
COc1cccc(/C=N/Nc2ncc(C(F)(F)F)cc2Cl)c1O,i,-3.6,i,6.0,i,95.9*,i,i,i,i,i
O=C(Oc1coc(CSc2nnc(NC(=O)c3cccs3)s2)cc1=O)c1ccccc1,i,-0.2,i,-6.0,i,9.6,i,i,i,i,i
COc1ccc(S(=O)(=O)N2CCN3CCCC3C2)cc1 (centres undefined),i,0.1,i,11.9,i,0.9,i,i,i,i,i
CCCCN(C(=O)c1cccc(S(=O)(=O)N2CCN(C)CC2)c1)c1c(N)n(CCC)c(=O)[nH]c1=O,i,0.5,i,-1.9,-14.9*,9.4,i,i,i,i,i
Cc1ccc(O)c(O)c1,i,0.0,i,-0.9,i,0.5,i,i,i,i,i
CSCCC(=O)N(C)CC1CCCN(CCc2cccc(C(F)(F)F)c2)C1 (centres undefined),i,-1.0,i,-6.3,i,0.8,i,i,i,i,i
Cn1cccc1Cc1nnc(SCC(=O)Nc2cccc(F)c2)n1CCc1ccccc1,i,-0.2,i,1.6,i,-12.0,i,i,i,i,i
COc1cccc(N=Nc2ccc3cccnc3c2O)c1,i,5.2,i,6.8,i,117.6*,i,i,i,i,i
CCCn1c(SCC(=O)N2CCN(c3ccccc3)CC2)nc2ccccc2c1=O,i,0.1,i,-12.9,i,-16.9,i,i,i,i,i
O=C(NNC(=S)NCc1ccccc1)c1ccc(OC(F)F)cc1,i,0.5,i,-1.0,i,-8.9,i,i,i,i,i
Cc1cc(C(=O)NC2=NCCS2)c2ccccc2n1,i,1.0,i,2.5,i,x,i,i,i,i,i
CC(C)(C)C1=CC(O)(c2ccccc2)C=C(C(C)(C)C)C1=O,i,0.0,i,-4.5,i,6.7,i,i,i,i,i
Cn1nnnc1SCC(=O)NC(C)(C)C,i,x,i,x,i,x,i,i,i,i,i
COC(=O)c1ccc(C2NC(=O)CCC2[N+](=O)[O-])cc1 (centres undefined),i,0.8,i,-4.0,i,-3.7,i,i,i,i,i
O=C(Nc1cccc(C(=O)O)c1)/C(=C\c1ccc2c(c1)OCO2)NC(=O)c1ccccc1,i,-0.1,i,4.5,i,-7.0,i,i,i,i,i
COCCN1C(=O)c2oc3ccccc3c(=O)c2C1c1cccc(O)c1 (centres undefined),i,-0.3,i,-6.9,i,4.8,i,i,i,i,i
COCCN1CC(O)=C(c2nc3ccccc3c(=O)[nH]2)C1=N,i,-0.2,i,3.1,i,0.1,i,i,i,i,i
COCCOC(=O)c1[nH]c2c(c1C)C(=O)CC(c1cc(OC)ccc1OC)C2 (centres undefined),i,1.8,i,0.7,i,-3.0,i,i,i,i,i
COc1ccc(-c2nc(NC(=O)C3CCN(c4nc5ccccc5o4)CC3)sc2C)cc1,i,-1.0,i,-1.6,i,47.1,i,i,i,i,i
CN(CC(=O)NCc1ccc(F)cc1)Cc1ccc(Br)cc1,i,-1.0,i,6.3,i,-3.2,i,i,i,i,i
COc1ccc(CNC(=O)C/C(C)=N/NC(=O)COc2cccc(C)c2)cc1,i,-0.2,i,-3.3,i,-0.1,i,i,i,i,i
CCc1ccc(NC(=O)CS(=O)CC(=O)Nc2ccc(F)cc2F)cc1 (centres undefined),i,-0.5,i,3.6,i,-8.5,i,i,i,i,i
Clc1cccc(Cl)c1Cn1cnc2c(NCc3ccco3)ncnc21,i,2.2,i,-4.7,i,-4.3,i,i,i,i,i
O=C(CCc1nnc(Cc2ccc3c(c2)OCO3)o1)NCc1nc2ccccc2s1,x,0.2,i,-2.1,x,2.6,x,i,i,i,i
O=C(NNC(=O)c1cccnc1)Nc1ccccc1,i,0.0,i,3.3,i,-2.2,i,i,i,i,i
O=C(CSc1ncnc2c1sc1ccccc12)Nc1ccc(Br)cc1,i,1.8,i,5.0,i,5.8,i,i,i,i,i
C=CCOc1ccc(-c2n[nH]c(=S)o2)cc1,i,x,i,x,i,x,i,i,i,i,i
Cc1ccc(Nc2nc(CSc3nnc(-c4ccc(F)cc4)n3C)cs2)cc1,i,1.3,i,-5.2,i,7.7,i,i,i,i,i
O=C(CCCc1ccccc1)NCc1ccc(F)cc1,i,0.3,i,11.1,i,-4.9,i,i,i,i,i
C=CCSc1nnc2c(n1)OC(C)=Nc1ccc(Br)cc1-2,i,0.0,i,1.8,i,23.3,i,i,i,i,i
Cc1c(C(=O)Nc2cccc(Cl)c2)oc2ccc(S(=O)(=O)N3CCC4(CC3)OCCO4)cc12,i,-0.7,i,14.1,i,4.8,i,i,i,i,i
# Later entries:
SMILES,MrgX1 allo act,HIF activator,TRPC6 inhibitor,Platelet DG rel,MrgX1 antagonist,SKKanGAS inh,MrgX1 ag,TRPC6 act,RGS4 block,RGS4 act,TRPC4 block
Cc1nn(C)cc1CN(C)S(=O)(=O)c1cccc([N+](=O)[O-])c1,i,-0.5,i,2.9,i,9.0,i,i,i,i,i
C=CCn1c(O)c(N=NC(=O)CNC(=O)c2cccs2)c2ccccc21,i,-0.2,i,-9.7,i,-4.7,i,i,i,i,i
O=C(Nc1ccc(S(=O)(=O)NCc2cccnc2)cc1)c1ccco1,i,0.0,i,-1.7,i,-9.2,i,i,i,i,i
O=C(CSc1nnc(CNC(=O)c2ccccc2F)o1)NC1CCCC1,i,1.8,i,9.3,i,-8.0,i,i,i,i,i
CC(=O)NC1C(OCc2cccc(Br)c2)OC(COC(C)=O)C(OC(C)=O)C1OC(C)=O (centres undefined),i,-1.4,i,2.2,i,-1.0,i,i,i,i,i
